# OPRM1-OPRD1 inv – inverse agonists of MOR-DOR heterodimerization, primary screen, cell-based, luminescence | cell-based MOR-DOR heterodimer luminescence, inverse agonism | inhibition, % at 9.3 µM | 340,000 compounds, 0.21% hits | AID 504357, 2011; in the data active = inhibition above about 22%, passing the limit was not always enough;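 note: 0% = cells with DMSO and 100% = wells without cells with DMSO; values of inactives mirror those of a sister screen read the other way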
# Target sequence (P35372 whole entry, looked up): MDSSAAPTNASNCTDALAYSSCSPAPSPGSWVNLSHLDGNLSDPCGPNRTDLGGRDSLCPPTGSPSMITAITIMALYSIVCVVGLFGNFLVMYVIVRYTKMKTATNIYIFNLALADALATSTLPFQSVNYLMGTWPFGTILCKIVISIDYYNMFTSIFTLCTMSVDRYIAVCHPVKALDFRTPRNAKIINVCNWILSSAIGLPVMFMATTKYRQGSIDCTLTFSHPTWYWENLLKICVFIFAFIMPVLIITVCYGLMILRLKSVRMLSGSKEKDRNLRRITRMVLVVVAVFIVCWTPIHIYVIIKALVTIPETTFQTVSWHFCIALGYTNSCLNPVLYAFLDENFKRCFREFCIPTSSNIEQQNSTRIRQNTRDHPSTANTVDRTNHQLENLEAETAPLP
# Target sequence (P41143 whole entry, looked up): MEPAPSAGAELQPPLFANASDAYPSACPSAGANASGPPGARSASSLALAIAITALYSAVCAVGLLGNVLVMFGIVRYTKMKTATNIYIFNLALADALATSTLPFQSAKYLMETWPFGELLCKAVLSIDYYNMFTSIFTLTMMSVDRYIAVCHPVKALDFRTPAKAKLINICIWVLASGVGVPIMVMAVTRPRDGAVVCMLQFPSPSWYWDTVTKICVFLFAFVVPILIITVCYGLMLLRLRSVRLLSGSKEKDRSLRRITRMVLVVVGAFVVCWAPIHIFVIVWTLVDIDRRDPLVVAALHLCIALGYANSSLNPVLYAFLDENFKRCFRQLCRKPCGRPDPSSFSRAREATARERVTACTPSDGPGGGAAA
# HTR5A inv ag – HTR5A inverse agonists in luminescence cell assay, primary screen, counter-screen for OPRM1-OPRD1 heterodimer inverse agonist project, full-deck HTS; AID 504634, 2011; HTR5A cell line, inverse agonism; inhibition, % at 9.3 µM; 5-hydroxytryptamine receptor 5A (Homo sapiens), P47898; 340,000 compounds, 0.083% hits; in the data active = inhibition mostly above about 23%, no sharp cut-off; inactive = mostly below about 18%;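 note: 0% = cells with DMSO and 100% = no-cell wells with DMSO; some compounds called inactive have numbers as strong as hits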
# Target sequence (P47898 whole entry, looked up): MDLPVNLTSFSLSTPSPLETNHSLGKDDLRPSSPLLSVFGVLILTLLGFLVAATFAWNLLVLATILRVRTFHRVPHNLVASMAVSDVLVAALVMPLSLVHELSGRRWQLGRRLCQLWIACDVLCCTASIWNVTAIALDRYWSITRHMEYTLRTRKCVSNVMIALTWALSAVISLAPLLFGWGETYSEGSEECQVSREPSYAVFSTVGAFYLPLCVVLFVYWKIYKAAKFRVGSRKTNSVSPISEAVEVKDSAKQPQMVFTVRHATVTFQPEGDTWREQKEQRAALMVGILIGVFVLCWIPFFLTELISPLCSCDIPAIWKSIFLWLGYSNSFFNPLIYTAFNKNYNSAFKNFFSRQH
# Mot1-301 SUMO – yeast Mot1-301 growth rescue at high temperature, primary screen, SUMOylation pathway inhibitor project, S. cerevisiae, ATP luminescence, 38.5C | 320,000 compounds, 1% hits | AID 2716, 2010 | S. cerevisiae Mot1-301 growth rescue; percent above DMSO median, 100 means doubled | growth rescue, % at 18.8 µM;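 active = every valid replicate shows activation above 250% relative to neutral control wells; inactive = the rest, any valid replicate at or below 250%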;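 note: OY570 slx delta 5 strain wells were the positive control but not used for scaling; some compounds called inactive have numbers as strong as hits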
# phage Ecoli inh – growth loss of phage-infected E. coli, primary screen, RecBCD inhibitor project, absorbance, with phage, HTS; AID 651602, 2012; 360,000 compounds, 0.26% hits; inhibition, % at 11.9 µM; in the data active = inhibition above about 11%
# AddAB inh – growth inhibition of E. coli expressing H. pylori AddAB, primary screen, AddAB inhibitor project, absorbance. inhibition, % at 11.9 µM. 330,000 compounds, 0.29% hits. AID 435030, 2010; in the data active = inhibition above about 12%;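 note: 0% = vehicle wells of infected cells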
# PfHsp90 set2 – growth inhibition of PfHsp90-expressing yeast, primary screen, antimalarial PfHsp90 inhibitor project, S. cerevisiae, BacTiter-Glo luminescence, single point, set 2; AID 504621, 2011; 310,000 compounds, 0.32% hits; BacTiter-Glo ATP, 48 h; yeast lacking PDR1 and PDR3 efflux regulators; inhibition, % at 9.4 µM;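 active = every replicate shows inhibition above about 80%, whatever the replicate mean, limit read from the data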;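 note: 0% = DMSO neutral controls and 100% = 20 µM radicicol positive controls; yeast relying on Plasmodium falciparum Hsp90 in place of its own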
# OPRM1-OPRD1 ag – agonists of OPRM1-OPRD1 heterodimerization, primary screen, cell-based, luminescence; Mu-type opioid receptor (Homo sapiens) + Delta-type opioid receptor (Homo sapiens), …; 340,000 compounds, 0.3% hits; cells; activation, % at 9.3 µM; in the data active = activation above about 18%;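 note: 0% = vehicle-treated cells and 100% = reference agonist; values of inactives mirror those of a sister screen read the other way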
# PKA-R1A act – activators of PKA-R1A holoenzyme, primary screen, biochemical, fluorescence polarization, Cy5-IP20, bovine R1A, mouse PKAc; PKA-R1A dissociation; scaled: DMSO 0%, 113 µM cGMP 100%; activation, % at 11.4 µM; 340,000 compounds, 0.083% hits; AID 504707, 2011;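 active = percent activation above the mean of all tested compounds plus 3 SD, cut at about 19% in these data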;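 note: higher means more PKAc released from R1A so a rise in polarization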
# HTR5A ag – HTR5A agonists in luminescence cell assay, primary screen, counter-screen for OPRM1-OPRD1 heterodimer agonist project, full-deck HTS | activation, % at 9.3 µM | AID 504692, 2011 | 340,000 compounds, 0.61% hits | 5-hydroxytryptamine receptor 5A (Homo sapiens), P47898 | cell-based; in the data active = activation mostly above about 9.5%, no sharp cut-off; inactive = mostly below about 7.6%;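 note: 0% = cells with vehicle only and 100% = reference agonist; strong numbers were not always called active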
# E coli growth – E. coli V3065 growth inhibition, primary screen, counter-screen for AddAB inhibitor project, absorbance, OD600. 330,000 compounds, 0.27% hits. inhibition, % at 11.9 µM. AID 449728, 2010. 18 h;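 active = inhibition above the campaign's mean inhibition across all tested compounds plus 3 SD, cut at about 9.9% in these data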;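 note: uninfected addAB+ strain grown without phage in ampicillin broth; 0% = DMSO wells and 100% = ciprofloxacin 0.95 µg/ml wells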
# DSG3 Ab inh – inhibitors of pemphigus antibody binding to DSG3, primary screen, biochemical, bead-based, flow cytometry, scFv-GFP. Desmoglein-3 (Homo sapiens), P32926. DSG3-coupled beads, scFv-anti-DSG3-GFP binding; hits give low values. binding (percent of control), % at 10 µM. 310,000 compounds, 0.48% hits;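 active = binding more than 3 SD below its plate's average and above zero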;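 note: hits lower antibody fragment binding to DSG3; some compounds called inactive have numbers as strong as hits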
# Active calls of the source: *; / = no result given.
SMILES,OPRM1-OPRD1 inv,HTR5A inv ag,Mot1-301 SUMO,phage Ecoli inh,AddAB inh,PfHsp90 set2,OPRM1-OPRD1 ag,PKA-R1A act,HTR5A ag,E coli growth,DSG3 Ab inh
COc1ccc(OC)c2c(C)c(C)[nH]c12,9,-11,4,-0.1,-3.4,5,-1.7,-3,3,-0.9,91
Cc1ccc(NC(=O)OCc2cncs2)cc1,5,-7,6,3.9,2.1,15,-1.0,6,2,2.5,95
CCN(C(=O)CSc1nc2scc(-c3ccccc3)c2c(=O)n1N)C1CCS(=O)(=O)C1 (stereo unspecified),8,-10,/,1.1,/,/,-2.0,-3,3,/,/
O=C(O)c1ccccc1CSc1ncccc1C(=O)O,2,21,3,2.8,-1.2,/,-0.4,-2,0,-2.8,115
O=C(c1cc(S(=O)(=O)N2CCN(c3ccccc3)CC2)ccc1Cl)N1CCCCCCC1,-3,-2,-2,-1.5,-2.2,/,0.5,-13,4,-0.9,103
COc1ccc(-c2cn(-c3ccc(OC)cc3)c3[n+]2-c2ccccc2CC3)cc1,7,8,-6,2.3,2.9,-7,-1.2,10,3,1.4,100
CCOc1ccc(NC(=O)COC(=O)c2cc(C)oc2C)cc1,-2,5,22,4.4,0.7,-9,0.5,-12,-2,1.7,99
CCSC1=NCCN1S(=O)(=O)c1ccccc1,-2,-14,-23,0.2,3.3,5,0.2,0,5,1.6,92
CCC1CCCCN1CCCNC(=O)CN1C(=O)CSc2ccc(S(=O)(=O)N3CCOCC3)cc21 (stereo unspecified),21,-7,3,-0.2,0.7,-13,-4.2,7,-2,0.5,105
O=C(c1noc2c1CCCCC2)N1CCOCC1,9,5,-13,/,2.2,0,-1.6,3,7,0.6,99
CNC(=S)Nc1cc2oc3ccccc3c2cc1OC,11,-13,2,3.1,/,2,-1.5,-2,-2,/,100
NCCSC1CC(=O)N(Cc2ccc(F)cc2)C1=O (stereo unspecified),12,-2,-9,-0.8,2.0,11,-2.3,8,1,0.2,104
CCCNC(=O)[C@@H]1CCCN1C(=O)C1CCN(S(=O)(=O)c2ccc(C)cc2)CC1,14,-9,10,2.2,1.9,-6,-2.8,-9,2,-1.8,107
O=C(CSc1nc2ccccc2c(=O)n1Cc1ccc(Cl)cc1)NCc1cccs1,13,4,1,3.5,2.8,-11,-2.6,-8,-1,0.5,101
O=C(NC1CCCCCC1)c1ccc(CS(=O)(=O)Cc2ccc(F)cc2)o1,12,14,5,-0.4,1.7,-2,-2.3,4,-2,0.2,99
CCOC(=O)N1CCN(C(=O)c2cc3cc(OC)c(OC)cc3[nH]2)CC1,13,13,5,1.0,/,17,-2.2,-8,-3,/,98
Cc1nc(C)c(C(=O)O)s1,-3,-5,-10,0.3,0.1,-17,0.5,1,2,-0.6,101
Cc1ccc(CNC(=O)CSc2n[nH]c(N)n2)cc1,18,2,/,-0.8,1.5,3,-3.1,-6,0,3.1,100
CC1CC(C)(C)NC(=S)N1CCC(=O)N1CCc2ccccc21 (stereo unspecified),-2,3,-8,-1.4,4.1,13,0.4,-8,-1,0.5,113
O=C(O)Cc1c(O)ccc2ccccc12,-4,-20,/,3.0,1.9,-16,0.7,1,5,2.8,/
CCCCSc1nnc(CSc2nc3nc(C)cc(C)n3n2)o1,14,-9,3,2.3,1.7,3,-2.5,0,2,-1.1,103
COc1ccc([C@H]2CC(=O)C=C(c3ccc(-c4ccccc4)c(F)c3)C2)cc1OC,3,-19,6,1.8,3.3,3,-0.6,5,6,-0.4,98
Nc1nc(SCC(=O)c2c(N)n(C3CC3)c(=O)[nH]c2=O)n[nH]1,3,-33,/,1.1,/,-12,-0.6,0,8,/,96
N#CC1=C(N)C(C#N)(C#N)C(c2cccnc2)C2CN(C(=O)OCc3ccccc3)CC=C12 (stereo unspecified),29,-1,-3,3.7,-1.9,0,-5.0,-4,-7,1.5,98
CCCCCCN1CC(C(=O)OCC)C(=O)C1=O (stereo unspecified),6,3,192,3.8,1.2,3,-1.1,0,-1,1.2,100
# Later entries:
SMILES,OPRM1-OPRD1 inv,HTR5A inv ag,Mot1-301 SUMO,phage Ecoli inh,AddAB inh,PfHsp90 set2,OPRM1-OPRD1 ag,PKA-R1A act,HTR5A ag,E coli growth,DSG3 Ab inh
Cc1cc(C(=O)COc2ccc(C#N)cc2)c(C)n1-c1ccc2c(c1)OCO2,-9,11,-9,2.8,2.4,4,1.7,-3,3,1.3,92
O=C(COc1cccc(C(F)(F)F)c1)Nc1cccnc1,13,-13,1,0.6,-1.6,2,-2.3,1,0,0.3,101
COc1ccccc1CC(=O)NC1CCCc2ccccc21 (stereo unspecified),12,16,8,4.1,2.4,12,-2.6,-4,1,-1.5,93
CCNC(=O)CN(c1ccc(C)cc1)S(=O)(=O)c1ccc(SC)cc1,23,4,-13,3.1,1.4,/,-4.4,-4,2,-0.7,105
COC(=O)c1ccc(C(c2c(C)[nH][nH]c2=O)c2c(C)[nH][nH]c2=O)cc1,9,-4,58,1.0,0.7,-39,-1.8,9,1,-4.8,100
O=C(NNS(=O)(=O)c1ccc(Br)cc1)c1sccc1-n1cccc1,8,-9,3,2.4,1.2,-5,-1.6,6,3,-1.1,107
CC1CCN(C(=S)NC(=O)c2ccco2)CC1,9,-23,-15,1.1,2.7,-1,-1.7,-7,3,1.0,/
CCCS(=O)(=O)N1CCC(C(=O)NC2CCC(C)CC2)CC1 (stereo unspecified),7,-2,5,4.3,-0.7,-15,-1.3,17,6,1.6,110
COc1cc(CNCc2cccs2)ccc1OCc1cccs1,-8,-6,-2,0.9,0.3,9,1.4,-2,2,-0.6,104
O=C(Nc1ccc(S(=O)(=O)NCC2CCCO2)cc1)c1ccc(F)cc1 (stereo unspecified),-8,-14,-11,2.8,2.2,13,1.0,4,5,0.6,108
Cc1nc2c(ccc3nc(NC(=O)C(c4ccccc4)c4ccccc4)sc32)s1,-40,-24,7,0.5,3.0,4,7.2,-5,9,1.9,87
COc1ccc(C(=O)Nc2ccccc2C)cc1S(=O)(=O)N1CCOCC1,16,14,-3,2.1,1.8,7,-2.5,8,-3,-0.2,/
CCCc1cc(-c2nc(-c3ccc(Cl)cc3)cs2)ccn1,-4,-12,4,2.3,1.3,-4,0.8,-6,-1,0.5,97
C(=N\n1cnnc1)/c1ccc(OCc2ccccc2)cc1,12,1,-1,0.4,2.0,-14,-2.3,0,-3,0.8,98
Cc1oc2ccc(NS(=O)(=O)c3cccc4cccnc34)cc2c1C(=O)OC(C)C,-14,-20,57,1.5,2.2,-24,2.7,-10,-1,1.1,103
NC(=O)C1CCN(C(=O)CCSCc2ccc(Cl)c(Cl)c2)CC1,11,-14,14,1.3,2.1,8,-2.1,7,4,-2.1,119
CCCCCCCCn1c(N2CCN(c3cccc(Cl)c3)CC2)nc2c1c(=O)[nH]c(=O)n2C,15,-26,3,1.8,1.0,-5,-2.9,4,4,2.0,103
Cc1ccc(N2CC(C(=O)N3CCC(C(=O)Nc4cccc(Br)c4)CC3)CC2=O)cc1 (stereo unspecified),7,5,92,1.1,3.3,-49,-1.3,-8,-2,0.6,/
Cc1ccc2ncnc(Oc3ncccc3[N+](=O)[O-])c2c1,-10,-4,-18,1.3,-0.4,-5,2.0,2,0,-1.8,/
Cc1nc(CCNC(=O)C2CCC(=O)N(Cc3cccc(F)c3)C2)sc1C (stereo unspecified),15,14,-4,0.6,2.2,-17,-2.8,-8,-1,0.2,/
Cc1cc(C(=O)N2CCCC(Nc3ccc(C(C)C)cc3)C2)nn1C (stereo unspecified),8,8,5,4.0,-1.4,23,-1.5,-9,1,-0.5,103
CCOc1ccc(C(=O)Nc2ccc(S(=O)(=O)N3CCN(C)CC3)cc2)cc1,5,0,8,-0.2,-0.1,8,-1.1,6,0,-0.5,106
Cc1ccccc1CC(=O)Nc1ccon1,6,-7,-15,1.3,2.3,1,-1.3,-2,2,0.2,98
CCN(CC(=O)Nc1ccc(NC(C)=O)cc1)CC(=O)Nc1ccc(Cl)c(Cl)c1,19,-9,-21,1.6,0.1,8,-3.9,0,2,0.4,97
COc1ccccc1C1C(C#N)=C(N)Oc2cc(C)n(Cc3ccccn3)c(=O)c21 (stereo unspecified),8,2,69,1.2,0.3,/,-1.5,-7,2,0.8,82
# Next part
SMILES,OPRM1-OPRD1 inv,HTR5A inv ag,Mot1-301 SUMO,phage Ecoli inh,AddAB inh,PfHsp90 set2,OPRM1-OPRD1 ag,PKA-R1A act,HTR5A ag,E coli growth,DSG3 Ab inh
O=C(CC(=O)N/N=C/c1ccc(F)cc1)N/N=C/c1ccc(F)cc1,3,-16,4,0.1,-2.8,17,-0.7,-14,6,-2.7,/
O=C(Nc1cccc(Cl)c1)Nn1cnnc1,3,2,-5,1.8,-0.1,18,-0.5,-5,0,1.1,97
O=S(=O)(c1ccccc1Cl)N1CCC(O)(c2cccnc2)CC1,14,5,-11,4.8,2.6,27,-2.6,3,-2,-2.5,99
O=C1c2ccccc2-c2nnc(-c3ccc(F)cc3)cc21,81*,4,-21,4.3,3.5,15,-16,-1,-1,0.2,100
NC(=O)CN1CCN(c2nc(-c3ccc(F)cc3)cs2)CC1,7,-12,309,2.6,0.4,19,-1.2,-5,7,2.4,/
COc1ccc(CC(=O)Nc2cccc(-c3ccc4nncn4n3)c2)cc1OC,-1,-7,-2,-1.5,-0.4,-33,0.2,-10,-5,-2.6,85
CCOC(=O)CNC(=O)CNC(=O)c1nn(-c2ccc(OC)c(Cl)c2)c(=O)c2ccccc12,14,5,/,5.2,2.4,-8,-3.0,1,2,0.6,112
CCN(CC)C(=O)CNC(=S)N(CCCN1CCOCC1)Cc1cccs1,6,17,3,0.6,3.1,-8,-1.2,0,1,1.2,83
COc1ccc(C(=O)NC(C(=O)NCC(=O)Nc2c(C)cccc2C)C(C)C)cc1 (stereo unspecified),7,8,-16,2.4,3.2,6,-1.2,2,-2,-0.8,84
O=c1cc(-c2ccc(O)cc2)oc2ccc(O)cc12,5,-4,-1,3.3,-1.5,15,-0.9,5,1,0.1,101
Oc1ccccc1Nc1nc(NCc2ccccc2)c2ccccc2n1,-44,13,/,4.6,0.7,17,8.4,-6,-5,1.7,106
CN(C)S(=O)(=O)c1ccc(Cl)c(NC(=O)CN2C(=O)NC3(CCc4ccccc43)C2=O)c1 (stereo unspecified),5,-2,19,1.2,1.5,/,-1.2,-7,1,-0.2,104

# Some of these compounds in order of the DSG3 Ab inh value, largest number first:
compound	DSG3 Ab inh
CCCS(=O)(=O)N1CCC(C(=O)NC2CCC(C)CC2)CC1 (stereo unspecified)	110
Cc1oc2ccc(NS(=O)(=O)c3cccc4cccnc34)cc2c1C(=O)OC(C)C	103
COc1ccc(-c2cn(-c3ccc(OC)cc3)c3[n+]2-c2ccccc2CC3)cc1	100
